# EPAC1 ag = activates human EPAC1 exchange factor | O95398 | Potency, µM (top dose mostly 154 µM), for the others: at the highest dose activation, most hits filed as activators | 0.073% of 360,000 active | EPAC1 agonist qHTS, biochemical assay; response scale: 100% = response to 6.5 mM cAMP; further: potency means the concentration at half of the fitted maximal effect; nearly all actives have a fitted effect of over 60% in size
#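 EPAC1 100 nM, Rap1B–BODIPY-GDP 250 nM, unlabeled GDP 50 uM; compound titration; 5 min RT; kinetic read ex480/em540 at 5-min intervals ×30 min; data normalized to 6.5 mM cAMP agonist control.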
# IL2 activator = activators of IL-2; activation, % (series mostly up to about 46 µM); AID 652025; 0.065% of 360,000 active; IL-2 activation reporter assay, cell-based qHTS; stimulated with anti-CD3/CD4/CD28 beads; in transgenic mouse T cells; in the data active means activation above about 50%; inconclusive means mostly about 30% to 49%; further: 0% is about no effect
#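 Screening format: compound pinned onto unstimulated transgenic mouse T cells, 60 min incubation, then anti-CD3/anti-CD4/anti-CD28 bead stimulation for 18 hours at 37 degrees C, followed by EGFP and DsRed detection.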
# PI5P4K alpha inh = inhibitors of human PI5P4K alpha | AID 652105 | 1.2% of 330,000 active | P48426 | PI5P4Kalpha enzyme, ADP-Glo luminescence, 60 min; active compounds read low | max response, %; active means max response of -50% or lower; inconclusive means between -30% and -50%; inactive means -30% or higher; further: value at the top dose of about 77 µM; on the % scale 0 is the no-effect control and ±100 the full control effect
#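 Luminescence from ADP-Glo served as readout of PI5P4Kalpha activity in a qHTS format. Reaction: enzyme, substrate, compound, ATP at 5 microM final, 60 min at RT.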
# EPAC1 antagonist = antagonists of human EPAC1. 0.14% of 360,000 active. O95398. EPAC1 GEF assay, Rap1b-BODIPY-GDP exchange fluorescence. AID 720709. Potency, µM (series often up to 115 µM), for inactives: at the highest dose activity change, negative = inhibition, most hits filed as inhibitors;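 further: potency means the concentration at half of the fitted maximal effect; plate controls were vehicle for no effect and positive control for full effect; nearly all actives have a fitted effect of over 50% in size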
# WRN inhibitor = blocks human WRN helicase; Q14191; AID 651768; WRN helicase unwinding, fluorescent forked duplex, kinetic; 0.46% of 360,000 active; Potency, µM (doses to about 114 µM), inactives show top-dose activity change, negative = inhibition, usual class: inhibitors; further: potency means the concentration at half of the fitted maximal effect; on the % scale 0 is the no-effect control and ±100 the full control effect; nearly all actives have a fitted effect of over 55% in size
# Target sequence (Q14191 whole entry, looked up): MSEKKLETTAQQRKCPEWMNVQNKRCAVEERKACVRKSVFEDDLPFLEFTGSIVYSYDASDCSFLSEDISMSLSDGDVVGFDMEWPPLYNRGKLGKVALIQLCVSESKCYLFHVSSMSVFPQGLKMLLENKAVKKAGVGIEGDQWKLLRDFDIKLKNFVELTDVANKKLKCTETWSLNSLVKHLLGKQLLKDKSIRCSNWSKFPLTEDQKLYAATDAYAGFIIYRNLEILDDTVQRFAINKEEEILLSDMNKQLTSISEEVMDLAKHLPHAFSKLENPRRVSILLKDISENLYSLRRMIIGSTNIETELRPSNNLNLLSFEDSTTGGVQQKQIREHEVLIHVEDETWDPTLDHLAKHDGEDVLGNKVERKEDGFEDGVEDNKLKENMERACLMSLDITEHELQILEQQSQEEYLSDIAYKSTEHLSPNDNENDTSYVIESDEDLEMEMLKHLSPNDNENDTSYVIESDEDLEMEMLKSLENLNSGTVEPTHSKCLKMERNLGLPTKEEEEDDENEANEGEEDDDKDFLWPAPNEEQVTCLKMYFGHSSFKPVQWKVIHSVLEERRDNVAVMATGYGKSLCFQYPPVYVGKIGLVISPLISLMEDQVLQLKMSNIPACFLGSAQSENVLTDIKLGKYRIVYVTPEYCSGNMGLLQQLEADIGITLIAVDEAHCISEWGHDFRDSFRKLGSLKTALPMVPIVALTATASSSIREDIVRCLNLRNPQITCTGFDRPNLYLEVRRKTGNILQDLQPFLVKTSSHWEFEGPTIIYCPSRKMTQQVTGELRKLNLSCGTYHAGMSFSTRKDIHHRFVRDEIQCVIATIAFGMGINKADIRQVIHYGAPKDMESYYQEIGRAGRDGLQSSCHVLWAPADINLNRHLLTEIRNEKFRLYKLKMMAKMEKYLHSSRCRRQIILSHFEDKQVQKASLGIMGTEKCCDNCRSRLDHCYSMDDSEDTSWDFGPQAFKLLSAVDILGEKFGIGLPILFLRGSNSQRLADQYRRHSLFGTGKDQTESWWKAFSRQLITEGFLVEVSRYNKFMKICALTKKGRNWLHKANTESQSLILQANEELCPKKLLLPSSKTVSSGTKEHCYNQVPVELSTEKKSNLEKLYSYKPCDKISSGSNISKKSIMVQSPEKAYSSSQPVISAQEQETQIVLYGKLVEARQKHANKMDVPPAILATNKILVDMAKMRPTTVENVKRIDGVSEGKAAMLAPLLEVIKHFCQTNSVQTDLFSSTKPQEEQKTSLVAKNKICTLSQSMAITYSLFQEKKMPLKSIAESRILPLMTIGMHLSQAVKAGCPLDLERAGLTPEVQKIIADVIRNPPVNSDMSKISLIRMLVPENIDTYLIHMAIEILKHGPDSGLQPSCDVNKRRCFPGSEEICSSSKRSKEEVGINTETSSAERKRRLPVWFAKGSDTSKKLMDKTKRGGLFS
#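 Kinetic red-fluorescence monitoring (525/598 nm) tracks WRN helicase activity after 100 nM fluorophore-quencher forked duplex and 2 mM ATP are added to 20 nM enzyme pretreated 15 min at room temperature with compound.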
# PLK1 PBD inh = blocks phosphopeptide binding to human PLK1 polo-box domain; P53350; 2.8% of 360,000 active; Potency, µM, without a hit: max response, negative = inhibition, most hits filed as inhibitors; Plk1 PBD binding of FITC phosphopeptide, fluorescence polarization; further: potency means the concentration at half of the fitted maximal effect; series mostly up to about 57 µM; on the % scale 0 is the no-effect control and ±100 the full control effect; nearly all actives have a fitted effect of over 65% in size
# Abeta yeast res = compounds reversing amyloid beta toxicity in yeast | yeast expressing A-beta42, growth rescue, OD600, 48 h; response scale: 0% DMSO, 100% iron-clioquinol control | Potency, µM (highest dose often 46.1 µM), without a hit: at the top dose growth rescue, most hits filed as activators | 0.063% of 410,000 active | AID 1347071; further: potency means the concentration at half of the fitted maximal effect; nearly all actives have a fitted effect of over 55% in size
#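 Yeast growth medium received pinned compounds, then yeast cells expressing toxic A-beta were added; plates incubated at 30 C for 48 hr. Growth read as absorbance at 600 nm, normalized to DMSO and equimolar FeCl3 plus clioquinol controls.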
# FUS suppressor = FUS proteinopathy suppression in yeast; AID 1347120; Potency, µM (titrated, usually from 76.6 µM), for inactives: at the highest dose growth rescue (activation), actives largely listed as activators; 0.24% of 390,000 active; S. cerevisiae FUS-expressing, growth rescue, OD600, 24 h;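 further: potency means the concentration at half of the fitted maximal effect; plate controls were DMSO vehicle for no effect and reference control for full effect; nearly all actives have a fitted effect of over 55% in size; some results filed as inactive show a strong effect at the top dose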
#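 Compound concentration series was pinned onto galactose-induced FUS-expressing yeast seeded at OD 0.005. Plates sat 24hr at 30C; absorbance at 600 nm gave growth. DMSO served as background control.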
# * = called active by the depositor; ? = inconclusive; . = not tested or not shown; [ ] = remark or other dose. Unless noted, the call rests on the fitted dose curve; in most records, active means well fitted curve in the direction sought with a large enough effect; inconclusive means small, poorly fitted or top-dose-only effect, or another doubt; inactive means no such curve, though single readings can be large; an effect the other way counts as inactive or inconclusive.
SMILES,EPAC1 ag,IL2 activator,PI5P4K alpha inh,EPAC1 antagonist,WRN inhibitor,PLK1 PBD inh,Abeta yeast res,FUS suppressor
COc1ccc(CN(CC(=O)NCc2ccc(F)cc2)C(=O)CCC(=O)Nc2nccs2)cc1,2%,-0.5,3,-6%,-7%,-10%,-9%,32%
Fc1ccc(Br)cc1C1C=C(c2cccnc2)Nc2ncnn21 (stereo not drawn),-1%,-0.8,-1,-10%,0%,-17%,7%,-8%
Cc1cccc(NC(=O)c2cc([N+](=O)[O-])ccc2N2CCCCC2)n1,15%,0.3,8,-3%,-3%,-7%,0%,-1%
CCOC(=O)C(NC(=O)CC)(Nc1ccccc1)C(F)(F)F (stereo not drawn),2%,-0.3,-2,7%,1%,1%,?,.
O=C(CCN1C(=O)c2ccccc2C1=O)NCc1ccccc1,-3%,-1.0,-1,-2%,-4%,-13%,-2%,-4%
c1ccc(N2CCN(C3CCSC3)CC2)cc1 (stereo not drawn),2%,-1.7,.,2%,7%,-6%,-13%,23%
CC(C(=O)Nc1ccc2c(c1)OCO2)N(c1ccc(Cl)cc1)S(C)(=O)=O (stereo not drawn),4%,4.6,2,0%,-2%,-7%,-12%,-3%
COc1ccc(NC(=O)C(NCC(C)C)c2ccccc2)cc1Cl (stereo not drawn),1%,-5.4,-5,0%,?,-7%,-18%,16%
CN1CCC/C1=C1/C(=O)N(c2ccccc2)N=C1NC(=O)Nc1cccc(Cl)c1,-11%,-1.1,?,?,7%,3.8µM*,-23%,11%
[N-]=[N+]=NC[C@H](c1ccccc1)N1CCN(Cc2ccccc2)CCC1=O,3%,-0.6,-3,-30%,1%,-13%,2%,-8%
CCC(C)(C)NC(=O)CN(C(=O)CCC(=O)Nc1nccs1)c1cccc(C)c1,2%,0.4,0,-2%,1%,-1%,-3%,19%
CC(=O)O[C@@]1(C)C[C@@H](O)[C@]2(O)C=CO[C@@H](O[C@@H]3O[C@H](CO)[C@@H](O)[C@H](O)[C@H]3O)[C@@H]21,-7%,-0.2,-4,-14%,6%,3%,2%,-25%
COc1ccc(CN2C(=O)c3cccnc3C2=O)cc1S(=O)(=O)N1CCOc2ccccc21,0%,-0.3,1,-4%,0%,3%,-9%,27%
CN(Cc1cc2ccccc2[nH]c1=O)C(=O)C1CCCCC1,-1%,0.3,-3,-1%,11%,-2%,8%,-8%
O=[N+]([O-])c1ccccc1N/N=C\c1ccccc1Cl,3%,-1.1,9,0%,0%,-5%,6%,-3%
Cc1ccc2nc(C(F)(F)F)c(C#N)c(N)c2c1,0%,-4.0,.,-13%,-1%,-7%,4%,16%
O=c1oc2ccccc2c(N2CCCCC2)c1[N+](=O)[O-],-2%,-1.3,-4,-1%,1%,-7%,-2%,.
O=C(C[N+]1(CC#Cc2ccccc2)CCOCC1)c1ccccc1,8%,0.6,-2,-11%,-3%,1%,3%,-31%
Cc1noc(C)c1NC(=O)Nc1ccc2c(c1)C(=O)N([C@H](C)CO)C[C@@H](C)[C@@H](CN(C)S(=O)(=O)c1cn(C)cn1)OCCCC[C@H](C)O2,2%,-2.1,-2,-29%,2%,-15%,0%,18%
O=C(O)c1ccccc1,8%,-0.5,-4,-8%,0%,-2%,-8%,-18%
Cc1cccc(Cc2nc3ccccc3[nH]2)c1,1%,0.0,1,-4%,13%,-12%,4%,0%
Cc1cc(C(=O)NNC(=O)/C=C/c2ccco2)c(C)o1,3%,-2.4,?,?,?,24µM*,6%,29%
COc1ccc(NS(=O)(=O)c2ccc(NC(=O)C3CCCO3)cc2)cc1 (stereo not drawn),5%,-1.4,-5,-11%,10%,-9%,-7%,18%
CCN(CC)CCNC(=O)CNC(=O)c1nn(-c2ccc(OC)cc2OC)c(=O)c2ccccc12,1%,0.5,9,1%,0%,-9%,-14%,-11%
Cc1csc(=NC(=O)c2ccccc2)n1Cc1ccco1,?,0.6,.,-2%,-13%,-7%,-17%,-1%
Cc1ccc(C)c(NC(=O)CN(C)C(=O)c2ccc(-c3cccc(C(F)(F)F)c3)o2)c1,8%,0.3,2,0%,2%,-7%,-4%,.
CSC(=NS(=O)(=O)c1ccc(C)cc1)SC,13%,-0.4,3,-12%,4%,-2%,4%,4%
C#CC[N+]1(CC#Cc2cccc3ccccc23)CCOCC1,6%,-0.5,6,2%,15%[57.1 µM],-20%,-13%,8%
COc1ccc(S(=O)(=O)Nc2ccc(Cl)cn2)c(C)c1C,1%,-3.3,.,0%,-5%,-5%,3%,11%
COc1cccc(OC)c1C(=O)Nc1sc2c(c1C#N)CCC2,9%,0.4,-4,1%,-16%,-5%,0%,-1%

# Single records, from the list above:
# CCN(CC)CCNC(=O)CNC(=O)c1nn(-c2ccc(OC)cc2OC)c(=O)c2ccccc12 in the list: EPAC1 ag = 1%; IL2 activator = 0.5; PI5P4K alpha inh = 9; EPAC1 antagonist = 1%; WRN inhibitor = 0%; PLK1 PBD inh = -9%; Abeta yeast res = -14%; FUS suppressor = -11%
# Cc1cc(C(=O)NNC(=O)/C=C/c2ccco2)c(C)o1 in the list: EPAC1 ag = 3%; IL2 activator = -2.4; PI5P4K alpha inh = ?; EPAC1 antagonist = ?; WRN inhibitor = ?; PLK1 PBD inh = 24µM*; Abeta yeast res = 6%; FUS suppressor = 29%

# Additional entries follow.
SMILES,EPAC1 ag,IL2 activator,PI5P4K alpha inh,EPAC1 antagonist,WRN inhibitor,PLK1 PBD inh,Abeta yeast res,FUS suppressor
COc1cccc(-n2c(Cn3nc(C(F)F)cc3C(F)F)n[nH]c2=S)c1,-7%,-0.7,-16,11%,-4%,-14%,-11%,-3%
CCOc1ccc(/C=N/NC(=S)Nc2c(C)cccc2C)cc1,12%,-2.5,-3,-18%,-5%,-7%,24%,13%
O=C(C1CC1)N(CCc1ccccc1)Cc1nc2ccccc2c(=O)[nH]1,5%,0.5,1,1%,3%,-6%,16%,0%
COc1ccc(O)c(/C=N/NC(=S)Nc2cccc(S(=O)(=O)N(C)C)c2)c1,16%,0.2,-56*,?,-22%,4%,-7%,.
O=C(CNC(=O)c1ccccc1)OCc1nc2ccccc2s1,3%,0.8,2,4%,4%,-6%,-12%,-21%
COc1ccc(CN(Cc2nc3ccccc3c(=O)[nH]2)C(=O)C(C)(C)C)cc1,2%,0.5,1,0%,1%,0%,12%,-2%
CC(=O)c1cccc(NC(=S)N2CCc3ccccc32)c1,-3%,-2.1,-3,-33%,-12%,?,30%,29%
Cc1cnc(NC(=O)c2ccc3ncsc3c2)s1,-16%,-0.7,7,-22%,-24%,-11%,11%,37%
CCOC(=O)c1cc(CC)sc1/N=C/C1C(=O)CC(C)(C)CC1=O,-2%,0.4,-1,29%,-8%[57.1 µM],5%,4%,9%
O=C(Cc1ccccc1)NCc1ccncc1,3%,-1.7,-2,-6%,-2%,2%,1%,-14%
CCOP(=O)(NC(c1ccccc1)c1nc2ccccc2[nH]c1=O)OCC (stereo not drawn),7%,0.8,-3,-2%,14%,-7%,-8%,17%
Cc1ccccc1N1CCN(C2CCCN(C(=O)c3cc[n+]([O-])cc3)C2)CC1 (stereo not drawn),5%,-3.1,-1,27%,7%,-3%,-4%,6%
COc1ccc(C(=O)N[C@H](C(=O)OCC(=O)NC(=O)c2cccn2C)C(C)C)cc1,8%,-5.0,-12,-12%,-3%,-15%,-19%,32%
COc1ccc(NC(=O)CSc2nc3ccccc3c3nc4ccccc4n23)cc1,0%,-0.2,7,12%,4%,-1%,-12%,14%
COc1ccc(-c2ocnc2C(=O)N2CCN(C(=O)C(c3ccccc3)c3ccccc3)CC2)cc1,-7%,-0.2,6,-28%,-7%,-26%,-4%,23%
C[C@H](CO)N1C[C@H](C)[C@@H](CN(C)S(=O)(=O)c2cccs2)OCc2cn(nn2)CCCC1=O,4%,1.4,-1,1%,5%,-20%,-6%,-5%
CCOc1ccc(C(C)C)cc1S(=O)(=O)n1nc(C)cc1C,-2%,-3.4,0,13%,-14%[57.1 µM],0%,-5%,-14%
Cc1ccccc1OCCSc1nc(N(C)C)nc(N(C)C)n1,4%,-0.5,20,-5%,0%,-10%,17%,10%
COc1ccc(OC)c(S(=O)(=O)NC2CCN(Cc3ccccc3)CC2)c1,9%,-2.8,.,4%,-7%,-14%,-1%,-6%
O=C(COC(=O)c1ccc(O)cc1)NCC1CCCO1 (stereo not drawn),5%,-0.9,-10,8%,-7%,-9%,-4%,-4%
O=C(c1ccco1)N1CCN(C(=O)c2cc(-c3ccncc3)nc3ccc(Br)cc23)CC1,1%,4.4,-9,9%,-13%,-11%,-4%,-8%
COCCn1c(=S)[nH]c2cc(C(=O)N3CCCC(C)C3)ccc2c1=O (stereo not drawn),14%,-3.3,-7,-14%,9%,-14%,?,-3%
O=C(NCC(=O)N(c1cccc(F)c1)C(C(=O)NC1CCCC1)c1ccco1)c1ccco1 (stereo not drawn),-7%,0.3,13,4%,8%[57.1 µM],-1%,-1%,-3%
COc1ccc(OC)c(NC(=O)c2ccc(-n3cccn3)nc2)c1,0%,-0.2,.,0%,5%,-8%,-9%,24%
O=P1(O)C=C(c2ccccc2)NC(c2ccccc2)=C1,1%,-2.2,.,13%,6%,-1%,15%,-6%
CCc1cccc(C)c1NC(=S)N(CCCN1CCN(C)CC1)Cc1cccs1,3%,-1.1,10,-10%,4%,-8%,-14%,22%
O=C(CC1CCCC1)Nc1cc(C(F)(F)F)ccc1-n1cncn1,-5%,0.3,-9,38%[activator],9%,-1%,3%,7%
COc1cc(C2C3=C(COC3=O)Oc3cc4c(cc32)OCO4)cc(OC)c1OC(C)=O (stereo not drawn),-9%,-1.9,5,6%,-13%,1%,-5%,.
O=C(Nc1nccs1)c1cc2sccc2n1Cc1ccc(Cl)cc1,-2%,-0.3,-5,15%,2%,-10%,15%,-20%
Cc1c(C(=O)NCc2cccs2)sc(=O)n1Cc1ccc(S(=O)(=O)N(C)C)cc1,-6%,-0.4,0,-9%,0%[57.1 µM],2%,-6%,32%
CCN(CC)CCN(C(=O)/C=C/c1cccs1)c1nc2ccc(F)cc2s1,-18%,-0.9,-3,-7%,7%,5%,-16%,4%
CCN(CC)CCNC(=O)/C(=C/c1cn(CC)c2ccccc12)NC(=O)c1cc(OC)c(OC)c(OC)c1,-15%,0.9,3,-11%,10%,-4%,-13%,-15%
Cc1ccc2nc(Cl)c(CNCc3ccccc3)cc2c1,-6%,-0.1,0,-15%,4%,24µM*,-19%,-5%

# Source: PubChem (National Center for Advancing Translational Sciences (NCATS))

# Rows were taken by chance, and some 4.1% of all compounds hit somewhere here.
